Screening results (PubChem BioAssay)
Abeta yeast res = qHTS for compounds that reverse cellular toxicity of Amyloid beta (A-beta) peptide in yeast: Primary Screen; yeast expressing A-beta42, growth rescue, OD600, 48 h; response scale: 0% DMSO, 100% iron-clioquinol control; Potency, µM (top dose mostly 46.1 µM), for the others: top-dose growth rescue, most hits filed as activators; actives 0.063% (n = 410,000); note: potency is the fitted concentration of half-maximal effect; nearly all actives have a fitted effect of over 55% in size
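Yeast A-beta toxicity model in growth medium with pinned compounds, 48 h at 30 C; growth read as absorbance at 600 nm. Normalized to FeCl3/clioquinol equimolar mix (positive) and DMSO (negative).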
IL2 activator = qHTS of IL-2 Activators; AID 652025, 2013; activation, % (series mostly up to about 46 µM); actives 0.065% (n = 360,000); IL-2 activation reporter assay, cell-based qHTS; stimulated with anti-CD3/CD4/CD28 beads; in transgenic mouse T cells; in the data active = activation above about 50%; inconclusive = mostly about 30% to 49%; note: 0% is about no effect
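Unstimulated transgenic mouse T cells preincubated 60 min with compound, then stimulated with anti-CD3/anti-CD4-coated beads plus anti-CD28 for 18 h at 37 degrees C. IL-2 response read as EGFP and DsRed fluorescence by plate cytometry.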
WRN inhibitor = qHTS for Inhibitors of WRN Helicase | Bifunctional 3'-5' exonuclease/ATP-dependent helicase WRN (Homo sapiens), Q14191 | WRN helicase unwinding, fluorescent forked duplex, kinetic | Potency, µM (titrated, usually from 114 µM), for the others: at the highest dose activity change, negative = inhibition, most hits filed as inhibitors | actives 0.46% (n = 360,000); note: potency is the fitted concentration of half-maximal effect; % is set by controls: 0 for no effect and ±100 for the full control effect; nearly all actives have a fitted effect of over 55% in size
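Primary qHTS, 1536-well format. 20 nM WRN + compound, 15 min RT; start with 100 nM forked fluorophore/quencher duplex, 2 mM ATP (final); kinetic read ex 525/em 598 nm.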
EPAC1 ag = qHTS for Agonist of cAMP-regulated guanine nucleotide exchange factor 3 (EPAC1): primary screen; Rap guanine nucleotide exchange factor 3 (Homo sapiens), O95398; EPAC1 agonist qHTS, biochemical assay; response scale: 100% = response to 6.5 mM cAMP; actives 0.073% (n = 360,000); Potency, µM (top dose mostly 154 µM), inactives show at the top dose activation, usual class: activators; note: potency is the fitted concentration of half-maximal effect; nearly all actives have a fitted effect of over 60% in size
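EPAC1 100 nM, Rap1B–BODIPY-GDP 250 nM, unlabeled GDP 50 uM; compound titration; 5 min RT; kinetic read ex480/em540 at 5-min intervals ×30 min; data normalized to 6.5 mM cAMP agonist control.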
FUS suppressor = qHTS for Suppressors of FUS Proteinopathy: Primary screen using FUS-linked yeast assay; S. cerevisiae FUS-expressing, growth rescue, OD600, 24 h; Potency, µM (series often up to 76.6 µM), for inactives: at the top dose growth rescue (activation), hits mostly activators; actives 0.24% (n = 390,000);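 note: potency is the fitted concentration of half-maximal effect; plate controls were DMSO vehicle for no effect and reference control for full effect; nearly all actives have a fitted effect of over 55% in size; some results filed as inactive show a strong effect at the top dose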
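Toxicity suppression screen in FUS-yeast. Cells induced with 2% galactose, starting OD 0.005, treated 24hr at 30C with compounds at multiple final concentrations; growth by OD600.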
PI5P4Ka inh = qHTS for Inhibitors of phosphatidylinositol 5-phosphate 4-kinase (PI5P4K); Phosphatidylinositol 5-phosphate 4-kinase type-2 alpha (Homo sapiens), P48426; PI5P4Kalpha enzyme, ADP-Glo luminescence, 60 min; hits give low values; max response, %; actives 1.2% (n = 330,000); active = max response of -50% or lower; inconclusive = between -30% and -50%; inactive = -30% or higher; note: value at the top dose of about 77 µM; % is set by controls: 0 for no effect and ±100 for the full control effect
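Compounds were pin-transferred onto PI5P4Kalpha and substrate in HEPES pH 7.4 buffer with EGTA, CHAPS and 5% DMSO. ATP (5 microM final) started the reaction, which ran 60 minutes at room temperature before ADP-Glo detection.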
EPAC1 antagonist = qHTS for Antagonist of cAMP-regulated guanine nucleotide exchange factor 3 (EPAC1): primary screen; Potency, µM (doses to about 115 µM), for inactives: top-dose activity change, negative = inhibition, usual class: inhibitors; actives 0.14% (n = 360,000); EPAC1 GEF assay, Rap1b-BODIPY-GDP exchange fluorescence; Rap guanine nucleotide exchange factor 3 (Homo sapiens), O95398;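 note: potency is the fitted concentration of half-maximal effect; plate controls were vehicle for no effect and positive control for full effect; nearly all actives have a fitted effect of over 50% in size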
aSyn yeast inh = qHTS of alpha-syn Inhibitors; Yeast expressing alpha-synuclein, growth rescue, BacTiter-Glo, 24 h; actives 0.14% (n = 370,000); Potency, µM (doses to about 46.1 µM), without a hit: at the highest dose growth rescue (activation), actives largely listed as activators; note: potency is the fitted concentration of half-maximal effect; % of control where 0% means no effect; nearly all actives have a fitted effect of over 65% in size
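Screening used galactose-induced yeast with toxic alpha-synuclein levels, exposed to compound for 24 hr at 30 deg C. Cell growth, read with BacTiter-Glo luminescence, gave the measured signal.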
PLK1 PBD inh = qHTS for Inhibitors of PLK1-PDB (polo-like kinase 1 - polo-box domain): Primary Screen; Serine/threonine-protein kinase PLK1 (Homo sapiens), P53350; Plk1 PBD binding of FITC phosphopeptide, fluorescence polarization; Potency, µM, for the others: max response, negative = inhibition, actives largely listed as inhibitors; actives 2.8% (n = 360,000); AID 720504, 2013; note: potency is the fitted concentration of half-maximal effect; series mostly up to about 57 µM; % is set by controls: 0 for no effect and ±100 for the full control effect; nearly all actives have a fitted effect of over 65% in size
The depositor's hits bear a star; ? = inconclusive; nt = no result given; & = joins results of further samples; [ ] = remark or other dose. Unless noted, calls come from the whole dose curve; as a rule, active = well fitted curve in the direction sought with a large enough effect; inconclusive = small, poorly fitted or top-dose-only effect, or another doubt; inactive = no such curve, though single readings can be large; an effect the other way counts as inactive or inconclusive. An unsorted share of the library. Share with any hit: about 4.1%.

cpd	SMILES	Abeta yeast res	IL2 activator	WRN inhibitor	EPAC1 ag	FUS suppressor	PI5P4Ka inh	EPAC1 antagonist	aSyn yeast inh	PLK1 PBD inh
1	O=C(Nc1cccc(C(=O)N2CCCCC2)c1)c1ccc(Cl)cc1	-6%	-2.9	-5%	-6%	30%	10	1%	1%	-6%
2	COc1ccc(N(C(=O)CCl)C(C)(C(=O)Nc2c(C)cccc2C)c2ccccn2)cc1 (stereo not drawn)	4%	2.5	-2%	1%	nt	7	3%	1%	-8%
3	CCc1nnc(NC(=O)CSc2nnc(-c3ccccc3NC(=O)c3ccccc3)o2)s1	-4%	-2.9	-10%[57.1 µM]	11%	5%	nt	-4%	-10%	-7%
4	Cc1ccc(S(=O)(=O)c2nc(NN(C)C)sc2Cl)cc1	3%	-2.0	-23%	-3%	8%	1	-1%	8%	-3%
5	COc1ccc(C(=O)C(CCC(CNC(C)(C)C)C(=O)c2ccc(OC)cc2)CNC(C)(C)C)cc1 (stereo not drawn)	6%	-4.0	-19%	-5%	nt	6	-22%	9%	-13%
6	Cc1nc2ncnn2c(C)c1CCC(=O)NCCC1=CCCCC1	-2%	0.1	9%	-6%	nt	-1	-10%	-2%	0%
7	CCC(=O)NCc1cc(-c2nn(C)c(=O)c3ccccc23)ccc1C	14%	1.3	-4%	-4%	13%	7	-1%	-8%	2%
8	O=C(CSc1nnnn1-c1cccnc1)Nc1cccc(Cl)c1	4%	1.1	2%	3%	6%	1	-4%	1%	-3%
9	Cc1ccc(OCc2nnc(N)s2)cc1	-12%	0.1	-7%	3%	19%	-13	0%	-1%	-6%
10	CC(=O)c1ccc(N2CCN(C(=S)Nc3ccccc3F)CC2)cc1	23%	2.1	-4%	4%	-3%	0	-9%	0%	-4%
11	Cc1ccc2c(C)c(C(=O)N3CCN(c4ncccn4)CC3)oc2c1C	-14%	-6.3	-22%	3%	nt	15	-11%	20%	-9%
12	COc1ccc(Nc2nc(C(=O)NCc3ccco3)cs2)cc1	-17%	-0.6	-10%	-2%	-2%	-2	-27%	-38%[inhibitor]	-7%
13	C=C1C(=O)[C@]23C[C@H]1CC[C@H]2[C@]1(C)[C@@H](O)CC[C@@](C)(C(=O)O)[C@H]1C[C@@H]3O	-22%	-0.2	-27%	-14%	-11%	0	-7%	20%	-22%
14	O=C(/C=C/c1ccc(Cl)c(Cl)c1)NCc1ccco1	-14%	-0.7	-17%	-7%	nt	7	-28%	11%	-4%
15	COc1cc2oc(=O)cc(-c3cccc(-c4cccc(C)c4)c3)c2c(OC)c1OC	6%	-0.7	-7%	2%	29%	5	-6%	6%	-20%
16	CC1(C)Cc2c(cnn2-c2ccc(F)cc2)C(NC(=O)c2ccco2)C1 (stereo not drawn)	-15%	-2.8	-25%	4%	nt	-4	9%	-2%	1%
17	O=C(CCN=C1NS(=O)(=O)c2ccccc21)OCC(=O)c1ccccc1Cl	23%	-2.3	-1%	12%	-2%	-10	5%	4%	-7%
18	CCOC(=O)c1c(CN(CC)CC)n(-c2ccccc2)c2ccc(O)cc12	7%	0.1	-7%[57.1 µM]	5%	17%	1	-7%	-10%	9%
19	O=C1[C@H]2CC3CCC2(O3)[C@@H]2OCCCN12 (stereo partly drawn)	-17%	0.2	15%	-15%	-10%	5	6%	-5%	1%
20	CCOc1ccc(NC(=O)Nc2cc(C(C)C)c(O)cc2C)cc1	-5%	2.2	-22%	3%	0%	-2	-4%	-5%	-7%
21	CCc1ccccc1NC(=O)C(Cc1cccc(OC)c1OC)c1nn[nH]n1 (stereo not drawn)	-9%	-1.2	-10%	5%	5%	nt	0%	3%	-3%
22	Cc1ccc(NC(=O)c2ccc(N3CCCC3=O)cc2)cc1S(=O)(=O)N1CCCCC1	-8%	-0.8	9%	9%	-13%	-4	-29%	-6%	-9%
23	Cc1cc(C(F)(F)F)nn1CC(=O)Nc1ccc(Br)c2cccnc12	-8%	-0.5	-14%	-7%	9%	-5	6%	8%	-3%
24	O=C(c1ccco1)N1N=C(c2cccs2)CC1c1ccco1 (stereo not drawn)	2%	-3.8	-14%	3%	nt	-10	-2%	3%	-12%
25	CCCCNC(=O)CNC(=O)c1nn(-c2ccc(OC)cc2)c(=O)c2ccccc12	-12%	-2.3	7%	11%	26%	0	3%	8%	-9%
26	O=C(NCCOc1ccc(Cl)cc1)C1CC(=O)N(c2ccc3c(c2)OCCO3)C1 (stereo not drawn)	19%	1.2	-2%	7%	17%	-5	10%	5%	-11%
27	Cc1ccc(N=C2NC(=O)c3cc([N+](=O)[O-])ccc32)cc1	8%	1.0	-6%	-2%	nt	-3	12%	-1%	-3%
28	NC(N)=NC(N)=Nc1ccccc1	-1%	0.0	9%	2%	-24%	0	-24%	8%&-9%	-7%
29	CC(C)c1ccc(CN2CCSCC2)cc1	4%	-0.2	-15%	1%	-9%	-8	-15%	1%	1%
30	CSc1ccccc1C(=O)Nc1nc2ccccc2c(=O)[nH]1	6%	-0.1	-10%	4%	15%	7	1%	-7%	-7%
31	CCc1ccc(OCc2nnc(SCC(=O)NC3CCCCC3)o2)cc1	2%	1.1	3%	2%	-13%	-7	-2%	7%	-1%
32	O=C(NC1CC(=O)N(c2ccc(Cl)cc2)C1)C1CC1 (stereo not drawn)	-1%	0.6	-1%	4%	-11%	0	-2%	1%	3%
33	C=Cc1ccc2c(c1)N(C)C(=C)S2	21%	-1.2	-33%	14%	29%	-25	13%	-5%	?
34	CCOc1ccc(Br)cc1S(=O)(=O)Nc1ncn[nH]1	3%	0.4	12%	3%	11%	2	-11%	2%	-17%
35	O=C(NC1CCSC1=O)c1ccc(Cl)cc1 (stereo not drawn)	-3%	-1.6	1%	2%	22%	nt	0%	-4%	-7%
36	COc1cccc(-c2cc(C(=O)Nc3cccnc3)no2)c1	19%	-2.2	-9%	0%	25%	-5	-5%	0%	-21%
37	CCC(=O)c1ccc(OCC(=O)Nc2cc(S(=O)(=O)N3CCCCC3)ccc2N2CCN(CC)CC2)cc1	4%	-0.3	4%	4%	55%	-6	-2%	-18%	-1%
38	O=C(c1ccc(Cl)cc1Cl)c1ncc(C(F)(F)F)cc1Cl	-2%	1.5	1%	5%	2%	nt	-19%	-1%	-6%
39	O=C(NC1CCCCC1)C(=S)N1CCCC1	-11%	1.6	1%[57.1 µM]	3%	-7%	0	2%	2%	4%
40	CCCc1[nH]nc2c1C(c1c(C)nn(-c3ccccc3)c1Cl)C(C#N)=C(N)O2 (stereo not drawn)	-2%	-1.9	-12%	1%	10%	0	-22%	2%	-10%
41	O=C(NC1CC1)c1c(O)c2ccccc2[nH]c1=O	-39%[inhibitor]	0.7	0%[57.1 µM]	-8%	-6%	-1	-11%	3%	2%
42	CC(=O)Nc1ccc(S(=O)(=O)N2CCSC2)cc1	3%	-2.0	0%[57.1 µM]	1%	9%	-6	12%	-3%	4%
43	Cc1ccnc(NC(=O)Nc2cccc(F)c2)n1	-5%	-1.6	-7%	1%	-6%	-2	-23%	-4%	-4%
44	CCCCC[C@@H]1C=C(C(=O)O)[C@H](c2ccc(Cl)cc2)N1S(=O)(=O)c1ccc(C)cc1	-3%	0.4	-4%	-18%	?	22	-17%	-50%[inhibitor]	?
45	COc1cc(-c2cc(C(=O)Nc3cc(S(=O)(=O)N4CCOCC4)ccc3O)c3ccccc3n2)cc(OC)c1OC	5%	-0.2	?	6%	26%	?	-29%	-9%	17µM*
46	Cc1ccc(-c2nc(CSCC(=O)N3CCN(C(=O)c4ccco4)CC3)c(C)o2)cc1	-8%	-2.8	-6%	-2%	14%	-17	?	2%	-14%
47	O=C(COC(=O)/C=C/c1ccccc1)NCc1ccccc1Cl	-3%	-0.6	3%	0%	-1%	1	-9%	-1%	-5%

Rewritten with values under each structure: five of the compounds above
Sequence of screens – Abeta yeast res | IL2 activator | WRN inhibitor | EPAC1 ag | FUS suppressor | PI5P4Ka inh | EPAC1 antagonist | aSyn yeast inh | PLK1 PBD inh
(19) O=C1[C@H]2CC3CCC2(O3)[C@@H]2OCCCN12 (stereo partly drawn)
    -17% | 0.2 | 15% | -15% | -10% | 5 | 6% | -5% | 1%
(32) O=C(NC1CC(=O)N(c2ccc(Cl)cc2)C1)C1CC1 (stereo not drawn)
    -1% | 0.6 | -1% | 4% | -11% | 0 | -2% | 1% | 3%
(9) Cc1ccc(OCc2nnc(N)s2)cc1
    -12% | 0.1 | -7% | 3% | 19% | -13 | 0% | -1% | -6%
(24) O=C(c1ccco1)N1N=C(c2cccs2)CC1c1ccco1 (stereo not drawn)
    2% | -3.8 | -14% | 3% | nt | -10 | -2% | 3% | -12%
(5) COc1ccc(C(=O)C(CCC(CNC(C)(C)C)C(=O)c2ccc(OC)cc2)CNC(C)(C)C)cc1 (stereo not drawn)
    6% | -4.0 | -19% | -5% | nt | 6 | -22% | 9% | -13%
